APP 5UTR inh: APP translation inhibition | SH-SY5Y APP 5'UTR-luciferase reporter, luminescence | inhibition, % at 2 µM | 0.82% of 190,000 active | AID 1285;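 active = inhibition above a set limit, derived from the sample mean plus 3 SD, cut at about 45% in these data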; also: values of inactives mirror those of a sister screen read the other way
STAT1 activator: STAT1 signaling activation | NIH 3T3 STAT1-luciferase reporter, IFN-gamma, luminescence; 100% = IFN-gamma alone, no compound | activation (% of control), % at 5.5 µM | 2.6% of 200,000 active | AID 932;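 active = activation above the screen-wide mean activation plus 3 SD, cut at about 130% in these data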;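 also: raw ratio to IFN-gamma control signal so 100% means no change and 0% no light; values of inactives mirror those of a sister screen read the other way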
FLuc stim CS: firefly luciferase counter-screen for stimulation assays. AID 1027. ATPlite luciferase biochemical, luminescence, 10 min; 0 = ATP-free wells, 1 = DMSO control. P08659. 200,000 tested, under 10 active. activation factor at 10 µM;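 active = luciferase activation factor, scaled between plate controls, of at least 2 with compound at 10 µM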
Target sequence (P08659 whole entry, looked up): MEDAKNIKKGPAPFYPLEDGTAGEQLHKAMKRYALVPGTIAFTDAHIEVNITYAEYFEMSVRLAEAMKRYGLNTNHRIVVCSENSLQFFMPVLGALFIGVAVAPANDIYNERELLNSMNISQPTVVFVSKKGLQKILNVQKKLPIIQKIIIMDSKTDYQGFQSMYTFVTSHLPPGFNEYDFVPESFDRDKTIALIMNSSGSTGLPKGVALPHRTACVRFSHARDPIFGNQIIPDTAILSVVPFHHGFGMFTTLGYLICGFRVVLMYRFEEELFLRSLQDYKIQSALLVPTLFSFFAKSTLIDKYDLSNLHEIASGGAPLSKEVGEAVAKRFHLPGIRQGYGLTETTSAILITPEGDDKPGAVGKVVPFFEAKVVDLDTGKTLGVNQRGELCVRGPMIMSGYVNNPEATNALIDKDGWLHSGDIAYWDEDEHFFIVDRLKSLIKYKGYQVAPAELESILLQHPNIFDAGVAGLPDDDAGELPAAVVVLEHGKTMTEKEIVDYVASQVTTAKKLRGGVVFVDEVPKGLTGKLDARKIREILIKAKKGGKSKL
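Assay system: Luciferase/luciferin reagent mix; Medium: PBS as buffer for the ATP substrate; Dosing: test compounds dosed from 2 mM stocks in 100% DMSO; Times: 10 min, room temperature; Signal: luminescence from luciferase reaction; Read-out: luciferase activation; Controls: No-ATP low control, compound-free enzyme-plus-ATP high control.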
G6PDH counter: inhibits Leuconostoc G6PDH, flagging false hits in G6PDH-based assays; Purified L. mesenteroides G6PDH, diaphorase/resazurin coupled fluorescence, 45 min; inhibition, % at 5 µM; 0.12% of 200,000 active; in the data active = inhibition above about 50%
FLuc inh counter: Photinus pyralis luciferase inhibition counter-screen; ATPLite firefly luciferase biochemical luminescence, 10 min; 1.5% of 200,000 active; inhibition, % at 10 µM;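 active = inhibition above about 50% when tested at 10 µM, limit read from the data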
DTT redox prof: compounds producing H2O2 with reducing agent – biochemical, NIH compound library profiling, artefact control for MLSCN library redox annotation, primary screen; DTT-dependent redox cycling H2O2, phenol red/HRP absorbance; 100% = 100 µM peroxide control, 0% = buffer; activation, % at 10 µM; 0.03% of 200,000 active; AID 878;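 active = activation of at least 50% relative to the plate's high and low controls in the primary single-dose screen; inactive = activation below 50%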;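 also: compound incubated with DTT at 0.8 mM final as the reducing agent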
NF-kB neuron act: raises NF-kB expression in human neuronal cells | AID 1239 | 1.6% of 190,000 active | fold change at 12.5 µM | NF-kB reporter expression; hits give high values; in the data active = fold change above about 3.3
APP 5'UTR act: APP 5'UTR luciferase reporter activation. SH-SY5Y APP 5'UTR luciferase reporter, luminescence; zero percent = DMSO vehicle wells. activation, % at 2 µM. 1% of 190,000 active. AID 1276;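 active = activation above a set limit, based on mean plus 3 SD of controls, cut at about 140% in these data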; also: values of inactives mirror those of a sister screen read the other way
Hsp70 act: Hsp70 transcriptional activation, primary screen; HeLa Hsp70 promoter luciferase reporter, luminescence; scaled: vehicle 0, proteasome-inhibitor control 100%; activation, % at 10 µM; 0.04% of 200,000 active; AID 1203;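 active = activation above the mean across all tested compounds plus 3 SD, cutoff set per campaign, cut at about 5.5% in these data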;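 also: 100% = MG132 at 30 µM as the positive control and 0% = DMSO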
Efa HMGR inh: blocks class II HMG-CoA reductase of Enterococcus faecalis; 0.41% of 190,000 active; purified E. faecalis HMGR, NADPH absorbance 340 nm kinetic; inhibition, % at 10 µM;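 active = inhibition above a set limit, the median over all tested compounds plus 3 SD, cut at about 9.5% in these data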;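 also: enzyme runs in reverse so mevalonate oxidation gives rising NADPH absorbance; 0% = complete reaction with DMSO and 100% = background rate lacking mevalonate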
The depositor's hits bear a star; / = no result given. The order is random; any-hit rate near 5.3%.

Values run as follows: APP 5UTR inh, STAT1 activator, FLuc stim CS, G6PDH counter, FLuc inh counter, DTT redox prof, NF-kB neuron act, APP 5'UTR act, Hsp70 act, Efa HMGR inh
[1] O=C(OC1CCOC1=O)c1cc(-c2ccccc2)nc2ccccc12 (configuration not stated)
  30, 100, 1.1, 8, -7, 0.2, 1.4, -30, -0.3, 0
[2] CCN(C(=O)Cc1c(C(=O)O)[nH]c2ccccc12)c1ccc(OC)cc1
  1, 99, 1, 0, 1, 0.0, 0.99, -1, -0.2, 4
[3] O=C(COc1ccc2c(c1)CCC2)N1CCN(c2ccccc2F)CC1
  6, 97, 1, 10, -4, -0.5, 1.2, -6, -0.5, -3
[4] Cc1ccc(CNC(=O)CSc2n[nH]c(N)n2)cc1
  -7, 101, 1, -4, -4, 0.2, 1, 7, -0.3, -5
[5] Cc1ccc(NC(=O)Cn2c(CCC(=O)O)ccc2-c2cccs2)cc1Cl
  -1, 102, 1.1, 5, -5, -1.1, /, 1, -0.1, -3
[6] Nc1ccc(Br)cc1C(NCC(=O)O)c1ccccc1 (configuration not stated)
  9, 106, 1.1, 3, -9, -0.5, 0.96, -9, -0.1, -3
[7] CC(NS(=O)(=O)c1ccc2[nH]c(=O)c(=O)[nH]c2c1)C(=O)O (configuration not stated)
  -21, 109, 1, -1, 0, -0.2, 0.93, 21, -0.2, 1
[8] O=C(c1ccc(Cl)c(S(=O)(=O)N2CCCCCC2)c1)N1CCN(c2ccccc2O)CC1
  6, 99, 1, 3, -2, -0.6, 0.59, -6, -0.4, -7
[9] COc1ccc(-c2cc(=O)oc3cc4occ(C)c4cc23)cc1
  -14, 103, 1, -1, -3, -4.1, 1, 14, -0.1, -2
[10] CCN=C(NCC)SC1CC(=O)N(c2ccc(F)cc2)C1=O (configuration not stated)
  -21, 97, 1.1, 3, -6, -2.3, 1.1, 21, -0.2, 2
[11] COC(=O)c1c(NC(=O)CSc2nnc(-c3cccnc3)n2Cc2ccco2)sc(C)c1C
  -10, 92, 1, -26, 1, 3.3, 0.54, 10, -0.4, -4
[12] FC(F)(F)c1ccccc1NC(=S)N1CCN(c2ncccn2)CC1
  1, 103, 1, 2, -2, -4.1, 0.99, -1, -0.2, -4
[13] Brc1ccc2c(c1)C(c1cccs1)=NNC(c1cccnc1)=N2
  7, 85, 1, 5, -4, -8.1, 1.1, -7, -0.1, -3
[14] CCCCNCCOCCOc1ccccc1-c1ccccc1
  6, 104, 1.1, 9, -5, -0.1, 0.84, -6, 0.1, 0
[15] O=C(Nc1ccc2c(c1)OCO2)c1ccc(COc2ccc3c(c2)CCC3)o1
  -13, 127, 1, -60, -2, 0.5, 2.1, 13, 0.1, -14
[16] O=C1c2ccccc2NC(c2ccc(F)cc2)N1Cc1ccco1 (configuration not stated)
  9, 98, 1, 0, -2, 1.4, 0.91, -9, -0.2, -1
[17] CCS(=O)(=O)c1ccc2oc(SCC(=O)NC(C)C3CC4CCC3C4)nc2c1 (configuration not stated)
  11, 100, 1, 9, -1, 0.3, 0.85, -11, 0.0, -5
[18] O=C1CC(c2ccccc2)CN1C(=O)c1cccnc1 (configuration not stated)
  -3, 98, 1.1, 9, -9, -1.6, 1.1, 3, -0.3, 2
[19] CC(C)OCCCNC(=O)C1CCN(S(=O)(=O)N2CCCC2)CC1
  12, 103, 1, 4, 0, 0.7, 1.1, -12, -0.2, 2
[20] COC(CNC(=O)c1ccc2c(c1)nc(C)n2-c1ccc(F)c(F)c1)OC
  10, 96, 1, -1, -2, -3.5, 1.6, -10, -0.3, 1
[21] CCC1(c2ccc(Cl)cc2)NC(=S)N(c2ccc(C)cc2)N1 (configuration not stated)
  -30, 103, 0.9, -6, 9, 0.0, 1.6, 30, -0.3, -1
[22] C/C(=N\NC(=O)C1CC1)c1cccs1
  7, 99, 1.1, 2, -7, -0.5, 1.8, -7, -0.1, 3
[23] O=C(c1ccco1)N1CCN(c2ccccc2F)CC1
  20, 100, 1, 9, 4, 2.8, 1.4, -20, 0.2, -11
[24] NC(=O)c1sc2nccc(Nc3ccccc3)c2c1N
  10, 94, 1, -13, -2, -2.3, 1.3, -10, -0.3, -8
[25] CC1CN(C(=O)c2ccccc2)OC(c2ccc3c(c2)OCO3)O1 (configuration not stated)
  9, 98, 1, 9, -1, 0.5, 1.1, -9, -0.1, 0
[26] O=C(Cc1ccccc1)NNC(=O)c1cccs1
  -6, 112, 1, 5, -4, -8.0, 1.2, 6, -0.2, -1
[27] Cc1cc(SCNC(=O)c2ccccc2)ncn1
  20, 89, 1, -1, -5, -1.9, 1.2, -20, -0.3, 2
[28] O=C(O)CCCn1cc(NC(=O)COc2cc(F)ccc2[N+](=O)[O-])cn1
  -13, 101, 1, 0, 2, -1.3, 1.1, 13, -0.1, 5
[29] COc1ccc(CCNC(=O)C2(C)CCC(=O)N2Cc2ccc3c(c2)OCO3)cc1OC (configuration not stated)
  -7, 106, 1, 3, 0, -0.1, 1, 7, -0.1, -5
[30] O=S(=O)(c1ccccc1)N1CCC(O)(CSc2ccc(F)cc2)CC1
  -3, 84, 1, 10, -3, -1.3, 0.9, 3, 0.0, -2
[31] Cc1ccc(N2CCN(/N=C/C=C/c3ccccc3)CC2)cc1
  -8, 106, 1, -16, -4, 0.5, 1.1, 8, -0.3, -3
[32] c1ccc2nc3[nH]cnc3nc2c1
  -4, 101, 1.1, 2, -7, -2.5, 0.94, 4, 0.0, -3
[33] CCN(CC)S(=O)(=O)c1cccc(C(=O)Nc2cc3oc4ccccc4c3cc2OC)c1
  20, 81, 1, -19, 1, 1.1, 1.4, -20, -0.2, -4
[34] Cc1ccccc1NCC(=O)N/N=C/c1c[nH]c2ccccc12
  7, 107, 1, 5, -1, -0.5, 0.87, -7, -0.3, 1
[35] O=C(NCc1cccs1)c1ccc2c(c1)ncn2C1CCCC1
  4, 114, 0.8, 1, 16, -0.1, 1.3, -4, 0.2, 0
[36] CCCCC(=O)Nc1ccc(NC(=O)c2ccc([N+](=O)[O-])cc2Cl)cc1OC
  10, 104, 1, 18, 0, 0.0, 1, -10, -0.1, 4
[37] Cc1nc2scc(-c3cccs3)c2c(=O)o1
  -18, 107, 1.1, 1, -5, 1.7, 1.1, 18, 0.3, -3
[38] O=C(c1ccc(Cl)cc1)N(Cc1ccccc1F)N1C(=O)CCCC1=O
  2, 95, 1, 4, -2, 0.2, 1.3, -2, -0.2, -3
[39] Cc1ccc(CCc2nnc(SCC(=O)Nc3cccc(Cl)c3)n2-c2ccccc2)o1
  2, 99, 1, -17, -5, 0.5, 1, -2, -0.4, -2
[40] Cc1nn(C)c(C(=O)N/N=C/c2cc3c(cc2Br)OCO3)c1Br
  2, 99, 1.1, 5, -7, 0.2, 1.1, -2, -0.3, -2
[41] CN1CCN(c2nc(C#N)cc(-c3ccccc3)n2)CC1
  -1, 106, 1, 4, -1, -0.2, 1.4, 1, -0.2, 3
[42] C=CCNC(=S)N1CCN(c2ccc([N+](=O)[O-])cc2)CC1
  -1, 96, 1.1, -5, -11, -0.1, 0.86, 1, 0.0, -7
[43] O=C(Cn1nc(-c2ccccc2)ccc1=O)Nc1ccc(N2CCN(C(=O)c3cccs3)CC2)cc1
  -4, 102, 1, 7, -3, -0.2, 0.99, 4, -0.3, -7
[44] Cc1ccc(C(=O)C(C)N(C(=O)c2ccc(Cl)cc2Cl)N2C(=O)CCCC2=O)cc1 (configuration not stated)
  -11, 95, 1, 5, 0, 0.0, 1.1, 11, -0.4, -8
[45] CC(C)N(C(=O)CSc1nn2c(=O)c(C(C)(C)C)nnc2s1)c1ccccc1
  -1, 94, 1.1, 7, -5, 4.0, 0.77, 1, 0.2, -4
[46] Cc1nc2nc(-c3ccc(Cl)cc3)nn2c(C)c1Cl
  -9, 92, 0.9, 3, 6, -0.7, 1.9, 9, -0.1, -2
[47] C/C(=N\N(c1ccccc1)c1ccccc1)c1ccco1
  -30, 103, 1.1, 3, -8, -1.3, 1.3, 30, -0.1, -1
[48] CC1CN(C(=O)c2cccs2)CCN1C(=O)c1cccs1 (configuration not stated)
  -16, 103, 1, 2, -1, -1.7, 1.1, 16, 0.2, -4
[49] S=C1NC2CCCCC2N1 (configuration not stated)
  -26, 95, 1.1, -10, -5, -2.7, 2, 26, 0.0, -3
[50] CCN(CC(=O)Nc1ccccc1OC)CC(=O)Nc1sccc1C#N
  -11, 100, 1, 1, -3, -0.9, 1.1, 11, -0.3, 6
[51] Cc1cccc(N2CCN(C(=O)C3CCN(S(=O)(=O)c4cccnc4)CC3)CC2)c1C
  -6, 96, 1.1, 5, -9, -1.3, 0.63, 6, -0.5, -4
[52] CC(C)C(=O)c1cn(CC(=O)O)c2ccccc12
  20, 97, 1, 22, 0, 0.5, 1.2, -20, -0.1, -8
[53] CCN(CC)S(=O)(=O)c1ccc(NC(=O)C2COc3ccccc3O2)cc1 (configuration not stated)
  5, 97, 1, 7, -3, 0.8, 0.81, -5, -0.2, -2
[54] Cc1ccc(NC(=O)CC2SC(=NC3CCCCC3)NC2=O)cc1 (configuration not stated)
  14, 94, 1.1, 4, -6, -0.2, 1.1, -14, -0.3, -2
[55] Cc1c(NC(=O)CN2CCN(c3ccc(F)cc3)CC2)c(=O)n(-c2ccccc2)n1C
  4, 99, 1.1, 3, -6, -0.3, 0.74, -5, 0.0, -1
[56] O=C(COc1cccc(Cl)c1)NNC(=S)Nc1ccccc1
  -8, 101, 1, 23, 0, 0.0, 1, 8, 0.0, -4
[57] CCc1nc(SCC(=O)N2CCC(Cc3ccccc3)CC2)c2c(=O)n(C)c(=O)n(C)c2n1
  6, 104, 1.1, -10, -6, -0.8, 0.91, -6, -0.1, -3

In the list so far, two have a cyano group:
Values run as follows: APP 5UTR inh, STAT1 activator, FLuc stim CS, G6PDH counter, FLuc inh counter, DTT redox prof, NF-kB neuron act, APP 5'UTR act, Hsp70 act, Efa HMGR inh
[41] CN1CCN(c2nc(C#N)cc(-c3ccccc3)n2)CC1
  -1, 106, 1, 4, -1, -0.2, 1.4, 1, -0.2, 3
[50] CCN(CC(=O)Nc1ccccc1OC)CC(=O)Nc1sccc1C#N
  -11, 100, 1, 1, -3, -0.9, 1.1, 11, -0.3, 6

Assay outcomes: PubChem BioAssay, several laboratories
